AMA1 RON2 block: qHTS for Inhibitors of AMA1-RON; Towards Development of Antimalarial Drug Lead: Primary Screen. Plasmodium falciparum AMA1 (3D7) - RON2 peptide interaction. AlphaScreen AMA1-biotinylated RON2 peptide binding. Potency, µM (top dose mostly 58.2 µM), inactives show at the highest dose activity change, negative = inhibition, actives largely listed as inhibitors. 0.2% of 360,000 active;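 note: potency is the fitted concentration of half-maximal effect; 0% = vehicle wells and -100% = peptide control; nearly all actives have a fitted effect of over 45% in size; some results filed as inactive show a strong effect at the top dose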
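AMA1 (3D7) with his tag at 25 nM final met compounds first, then biotinylated RON2 peptide at 25 nM; detection used donor plus acceptor beads, 10 µg/mL apiece, read by AlphaScreen after 30 min at room temperature.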
HCMV inh: qHTS Assay for inhibitors of the human cytomegalovirus (HCMV). HFF cells, HCMV-luciferase reporter, 72 h; stronger effect = lower value. activity change, negative = inhibition, % at 57.5 µM. 4.5% of 410,000 active; in the data active = activity change below about -60%; inconclusive = no clear call, values can overlap the other calls; inactive = above about -39%
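Compounds were evaluated in HFFs infected with an HCMV luciferase reporter virus (MOI 1 PFU/cell). Luciferase in lysates collected 72 h post infection served as the replication measure.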
AmpC inh no detg: qHTS Inhibitors of AmpC Beta-Lactamase (assay without detergent); 0.52% of 330,000 active; Potency, µM (series often up to 57.1 µM), for inactives: at the top dose activity change, negative = inhibition, most hits filed as inhibitors; AID 485341, 2010; AmpC nitrocefin hydrolysis, absorbance 480 nm, 0.0001% Triton;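 note: potency is the fitted concentration of half-maximal effect; plate controls were no compound for no effect and no enzyme for full effect; nearly all actives have a fitted effect of over 20% in size; some results filed as inactive show a strong effect at the top dose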
Target sequence (P00811 whole entry, looked up): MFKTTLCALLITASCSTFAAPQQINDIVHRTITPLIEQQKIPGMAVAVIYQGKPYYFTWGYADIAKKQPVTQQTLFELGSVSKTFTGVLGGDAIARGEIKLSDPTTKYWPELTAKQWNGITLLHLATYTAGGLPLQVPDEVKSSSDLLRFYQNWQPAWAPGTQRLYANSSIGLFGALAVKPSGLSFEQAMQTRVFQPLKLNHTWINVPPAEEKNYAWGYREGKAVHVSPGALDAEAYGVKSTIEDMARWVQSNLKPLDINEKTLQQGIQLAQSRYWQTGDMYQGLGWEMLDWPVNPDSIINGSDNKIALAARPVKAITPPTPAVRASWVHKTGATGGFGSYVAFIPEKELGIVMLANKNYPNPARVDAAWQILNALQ
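20 mM phosphate pH 7.0 + 0.01% (detergent screen) or 0.0001% Triton X-100; 5.3 nM AmpC reagent; cpd preinc 15 min RT; nitrocefin (800 uM stock) to start; A480 q20 s × 4 min; Activity was normalised to no-enzyme and no-compound control wells.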
LmPK inhibitor: qHTS Assay for Inhibitors of Leishmania Mexicana Pyruvate Kinase (LmPK). Q27686. purified LmPK, Kinase-Glo ATP luminescence, 1 h. Potency, µM (highest dose often 57.5 µM), inactives show at the highest dose activity change, negative = inhibition, actives largely listed as inhibitors. 0.37% of 290,000 active. AID 1721, 2009; note: potency is the fitted concentration of half-maximal effect
Target sequence (Q27686 whole entry, looked up): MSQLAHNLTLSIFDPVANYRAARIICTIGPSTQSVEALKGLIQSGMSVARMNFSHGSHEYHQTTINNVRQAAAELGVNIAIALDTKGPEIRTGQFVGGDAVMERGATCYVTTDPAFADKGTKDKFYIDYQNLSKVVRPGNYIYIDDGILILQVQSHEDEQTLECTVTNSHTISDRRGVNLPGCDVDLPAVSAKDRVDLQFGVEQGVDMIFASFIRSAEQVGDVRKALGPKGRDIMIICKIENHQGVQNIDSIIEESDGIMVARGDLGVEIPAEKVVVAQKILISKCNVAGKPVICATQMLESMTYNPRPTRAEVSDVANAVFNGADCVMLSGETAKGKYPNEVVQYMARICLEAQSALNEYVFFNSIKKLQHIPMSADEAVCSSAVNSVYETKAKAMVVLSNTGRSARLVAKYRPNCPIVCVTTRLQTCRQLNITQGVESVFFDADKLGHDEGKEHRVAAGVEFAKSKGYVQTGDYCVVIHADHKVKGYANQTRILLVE
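Pyruvate kinase activity monitored as ATP production (luciferase luminescence). Conditions: 0.1 nM enzyme, 0.5 mM PEP, 0.1 mM ADP, 1 h, RT; normalized against uninhibited and no-enzyme wells.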
Sm TGR inh: qHTS Assay for the Inhibitors of Schistosoma Mansoni Peroxiredoxins. Schistosoma mansoni thioredoxin glutathione reductase (TGR), Q962Y6. purified TGR, DTNB reduction, TNB absorbance 405 nm. Potency, µM (doses to about 114 µM), without a hit: top-dose activity change, negative = inhibition, hits mostly inhibitors. 3% of 360,000 active. AID 485364, 2010; note: potency is the fitted concentration of half-maximal effect; nearly all actives have a fitted effect of over 60% in size
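TGR 20 nM + NADPH 100 uM (dispensed conc.), cpd preinc 15 min RT; start with NADPH (500 uM addition) then DTNB (15 mM addition). Kinetic TNB absorbance, 405 nm filter. Four-parameter Hill fit across titration.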
AmpC detergent: qHTS Inhibitors of AmpC Beta-Lactamase (assay with detergent) | P00811 | AmpC hydrolysis of nitrocefin, absorbance 480 nm, 0.01% Triton | Potency, µM (series often up to 114 µM), without a hit: top-dose activity change, negative = inhibition, actives largely listed as inhibitors | 0.041% of 370,000 active;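 note: potency is the fitted concentration of half-maximal effect; 0% = no-compound wells and -100% = no-enzyme wells; nearly all actives have a fitted effect of over 25% in size; some results filed as inactive show a strong effect at the top dose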
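AmpC (5.3 nM in the dispensed reagent) in 20 mM phosphate pH 7.0 with 0.01% (detergent screen) or 0.0001% Triton X-100 was preincubated with compounds for 15 min at room temperature. Nitrocefin was then added from an 800 uM solution, and hydrolysis was followed at 480 nm.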
TbPYK inhibitor: qHTS of Trypanosoma Brucei Inhibitors; pyruvate kinase (Trypanosoma brucei), Q57TT1; TbPYK enzyme, Kinase-Glo Plus ATP luminescence, 45 min; Potency, µM (doses to about 76.8 µM), for inactives: top-dose activity, negative = inhibition, actives largely listed as inhibitors; 0.12% of 410,000 active; AID 624173, 2012; note: potency is the fitted concentration of half-maximal effect; nearly all actives have a fitted effect of over 50% in size
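Enzyme and substrate buffer are dispensed first and compound is pin-transferred. ADP at 130 uM final then starts the reaction, which runs 45 min at room temperature. Detection reagent is added for 10 min before luminescence is imaged.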
The depositor's hits bear a star; [ ] = remark or other dose. Unless noted, calls come from the whole dose curve; as a rule, active = well fitted curve in the direction sought with a large enough effect; inconclusive = small, poorly fitted or top-dose-only effect, or another doubt; inactive = no such curve, though single readings can be large; an effect the other way counts as inactive or inconclusive. Unless noted, % is set by controls: 0 for no effect and ±100 for the full control effect.

Preview:
Results for CN1C(=O)[C@@H]2[C@@H]3C[C@@H]([C@H]4ON=C(c5ccccc5OCC#N)[C@@H]34)[C@@H]2C1=O ?
AMA1 RON2 block: 0%; HCMV inh: -9; AmpC inh no detg: -23%; LmPK inhibitor: 7%; Sm TGR inh: 1%; AmpC detergent: 4%; TbPYK inhibitor: 2%

How did O=C(NNC(=O)c1nn(-c2ccc(F)cc2)ccc1=O)c1ccccc1Cl do in these assays?
AMA1 RON2 block: 35%[activator]; HCMV inh: -4; AmpC inh no detg: -30%; LmPK inhibitor: -4%; Sm TGR inh: -4%; AmpC detergent: -3%; TbPYK inhibitor: -9%

What do the screens show for `CCOC1=C2CN(S(=O)(=O)c3ccc(C)cc3)[C@H](c3cccc(Cl)c3)C[C@@H]2N(S(=O)(=O)c2ccccc2[N+](=O)[O-])[C@H](c2ccccc2)C1`?
AMA1 RON2 block: -1%; HCMV inh: -1; TbPYK inhibitor: 0%

Results, from the start:
Results for CN1C(=O)[C@@H]2[C@@H]3C[C@@H]([C@H]4ON=C(c5ccccc5OCC#N)[C@@H]34)[C@@H]2C1=O ?
AMA1 RON2 block: 0%; HCMV inh: -9; AmpC inh no detg: -23%; LmPK inhibitor: 7%; Sm TGR inh: 1%; AmpC detergent: 4%; TbPYK inhibitor: 2%

How did O=C(NNC(=O)c1nn(-c2ccc(F)cc2)ccc1=O)c1ccccc1Cl do in these assays?
AMA1 RON2 block: 35%[activator]; HCMV inh: -4; AmpC inh no detg: -30%; LmPK inhibitor: -4%; Sm TGR inh: -4%; AmpC detergent: -3%; TbPYK inhibitor: -9%

What do the screens show for `CCOC1=C2CN(S(=O)(=O)c3ccc(C)cc3)[C@H](c3cccc(Cl)c3)C[C@@H]2N(S(=O)(=O)c2ccccc2[N+](=O)[O-])[C@H](c2ccccc2)C1`?
AMA1 RON2 block: -1%; HCMV inh: -1; TbPYK inhibitor: 0%

How did CN1CCC(CC(C(=O)N2CCCC2)(c2ccccc2)c2ccccc2)C1 (centres undefined) do in these assays?
AMA1 RON2 block: -3%; HCMV inh: 18; TbPYK inhibitor: 7%

What do the screens show for `Cc1csc(=Nc2cccnc2)n1CC1CCCCC1`?
AMA1 RON2 block: -4%; HCMV inh: 14; AmpC inh no detg: -14%; LmPK inhibitor: -2%; Sm TGR inh: inconclusive; AmpC detergent: inconclusive; TbPYK inhibitor: 2%

How did O=C(OCC(=O)N1CCN(c2ccccc2)CC1)c1cccc(Cl)c1 do in these assays?
AMA1 RON2 block: -23%; HCMV inh: 3; AmpC inh no detg: -1%; LmPK inhibitor: 5%; Sm TGR inh: -1%; AmpC detergent: 4%; TbPYK inhibitor: 6%

What do the screens show for `CSc1ccccc1N1CCN(C(=O)Nc2ccc3c(c2)NC(=O)CO3)CC1`?
AMA1 RON2 block: -9%; HCMV inh: inconclusive; AmpC inh no detg: -19%; LmPK inhibitor: 7%; Sm TGR inh: -4%; AmpC detergent: 10%; TbPYK inhibitor: -8%

Results for O=C1CSC(c2ccc(F)c(F)c2)N1c1ccccc1F (centres undefined) ?
AMA1 RON2 block: -1%; HCMV inh: 18; AmpC inh no detg: -2%; LmPK inhibitor: -9%; Sm TGR inh: -10%; AmpC detergent: 0%; TbPYK inhibitor: 6%

Results for Cn1cc(S(=O)(=O)N2CCN(Cc3ccccc3)CC2)c(=O)n(C)c1=O ?
AMA1 RON2 block: 0%; HCMV inh: -6; AmpC inh no detg: -9%; LmPK inhibitor: 3%; Sm TGR inh: -22%; AmpC detergent: inconclusive; TbPYK inhibitor: 5%

How did COc1cc2ccccc2cc1C(=O)Nc1ccc2oc(-c3cccc(C)c3)nc2c1 do in these assays?
HCMV inh: 57; Sm TGR inh: -17%; AmpC detergent: -2%; TbPYK inhibitor: -5%

Results for Cc1cc(C)c(NC(=O)CN2CCC(NC(=O)NC3CCCCC3)CC2)c(C)c1 ?
AmpC inh no detg: 7%; LmPK inhibitor: 1%; AmpC detergent: 2%

How did COc1cc(/C=N/NC(=O)COc2cc(C)cc(C)c2)ccc1OS(=O)(=O)c1ccc(C)cc1 do in these assays?
AMA1 RON2 block: 4%; HCMV inh: inconclusive; AmpC inh no detg: -25%; LmPK inhibitor: -2%; Sm TGR inh: 15%; AmpC detergent: -4%; TbPYK inhibitor: -14%

What do the screens show for `OC[C@H]1O[C@H](OC[C@H]2OC(O)[C@H](O)[C@@H](O)[C@@H]2O)[C@H](O)[C@@H](O)[C@@H]1O` (some centres undefined)?
AMA1 RON2 block: -9%; HCMV inh: -29; AmpC inh no detg: -9%; Sm TGR inh: -5%; AmpC detergent: inconclusive; TbPYK inhibitor: -7%

What do the screens show for `Cc1cccc(CC(=O)N2CCN(C(=O)c3ccco3)CC2)c1`?
AMA1 RON2 block: 16%; HCMV inh: -24; AmpC inh no detg: -6%; LmPK inhibitor: -1%; Sm TGR inh: -20%; AmpC detergent: 4%; TbPYK inhibitor: -2%

What do the screens show for `Cc1ccc(-n2c(=O)c3sccc3n(CC(=O)N3CCCC3)c2=O)cc1`?
AMA1 RON2 block: -3%; HCMV inh: 27; AmpC inh no detg: -5%; LmPK inhibitor: 1%; Sm TGR inh: 1%; AmpC detergent: 4%; TbPYK inhibitor: -8%

What do the screens show for `COc1ccc(OC)c(C2NC(=S)NC(C)=C2C(=O)Nc2ccccn2)c1` (centres undefined)?
AMA1 RON2 block: -3%; HCMV inh: -99*; AmpC inh no detg: -19%; LmPK inhibitor: 0%; AmpC detergent: -9%; TbPYK inhibitor: -7%

Results for COc1ccc(/C(C)=N/NC(=O)c2ccc(NS(=O)(=O)c3cccs3)cc2)cc1 ?
AMA1 RON2 block: 20%; HCMV inh: 1; AmpC inh no detg: 10µM*; LmPK inhibitor: 1%; Sm TGR inh: -9%; AmpC detergent: -10%; TbPYK inhibitor: -2%

Results for Cc1cc(C)cc(NC(=O)c2ccc3c(c2)nnn3C2CCCC2)c1 ?
HCMV inh: -19; Sm TGR inh: 10%; AmpC detergent: 4%; TbPYK inhibitor: -1%

Results for Cc1ccc2oc(Nc3nc(-c4ccccc4)cc(=O)[nH]3)nc2c1 ?
AMA1 RON2 block: 27%; HCMV inh: -101*; AmpC inh no detg: -27%; LmPK inhibitor: 0%; Sm TGR inh: 6%; AmpC detergent: -11%; TbPYK inhibitor: 2%

How did NS(=O)(=O)c1cccc(NC(=O)C2CC(=O)N(Cc3ccco3)C2)c1 (centres undefined) do in these assays?
AMA1 RON2 block: -7%; HCMV inh: 36; AmpC inh no detg: -2%; LmPK inhibitor: -2%; Sm TGR inh: 50µM*; AmpC detergent: -2%; TbPYK inhibitor: 4%

Results for Cc1cc(=O)c2c(o1)CC(C)(C)CC2=O ?
AMA1 RON2 block: -1%; HCMV inh: 10; AmpC inh no detg: -19%; LmPK inhibitor: -2%; Sm TGR inh: -21%; AmpC detergent: inconclusive; TbPYK inhibitor: 4%

What do the screens show for `Cc1nc(N)sc1-c1csc(Nc2ccc(Cl)cn2)n1`?
AMA1 RON2 block: 6%; HCMV inh: -18; AmpC inh no detg: -34%; LmPK inhibitor: 1%; Sm TGR inh: -17%; AmpC detergent: -11%; TbPYK inhibitor: -14%

How did COc1ccc(S(=O)(=O)NNC(=O)c2cc3ccccc3o2)cc1 do in these assays?
AMA1 RON2 block: 2%; HCMV inh: -40; AmpC inh no detg: -51%; LmPK inhibitor: 2%; Sm TGR inh: -11%; AmpC detergent: inconclusive; TbPYK inhibitor: -3%

Results for CCN1C(=O)/C(=C\c2cccn2-c2ccc([N+](=O)[O-])cc2)N(CC)C1=S ?
AMA1 RON2 block: -2%; HCMV inh: -39; AmpC inh no detg: -22%; LmPK inhibitor: 3%; Sm TGR inh: -10%; AmpC detergent: inconclusive; TbPYK inhibitor: -5%

Results for COc1ccccc1Nc1ccc(C(=O)NCc2cccs2)cn1 ?
AMA1 RON2 block: -8%; HCMV inh: -37; AmpC inh no detg: 43%; LmPK inhibitor: 2%; Sm TGR inh: 11%; AmpC detergent: -5%; TbPYK inhibitor: -1%

Results for CCn1c2ccccc2c2cc(/C=N/n3c(-c4cc(C)[nH]n4)n[nH]c3=S)ccc21 ?
AMA1 RON2 block: 43%[activator]; HCMV inh: 10; AmpC inh no detg: -9%; LmPK inhibitor: -11%; Sm TGR inh: -32%; AmpC detergent: 19%; TbPYK inhibitor: inconclusive

Results for COc1ccc(NC(=O)CSc2ccc3nnc(-c4cccnc4)n3n2)cc1OC ?
AMA1 RON2 block: -12%; HCMV inh: 6; AmpC inh no detg: -9%; LmPK inhibitor: 1%; Sm TGR inh: 9%; AmpC detergent: 4%; TbPYK inhibitor: 0%

Results for COc1cccc(C(C(=O)NCc2ccco2)N(C(=O)Cn2nnc3ccccc32)C2CC2)c1OC (centres undefined) ?
AMA1 RON2 block: 1%; HCMV inh: 48; AmpC inh no detg: 5%; LmPK inhibitor: 2%; Sm TGR inh: 0%; AmpC detergent: -11%; TbPYK inhibitor: 1%

Results for COc1ccc(N(C(=O)c2ccc(C(C)(C)C)cc2)S(=O)(=O)c2ccc(Cl)cc2)cc1 ?
HCMV inh: -17; Sm TGR inh: 2%; AmpC detergent: 3%; TbPYK inhibitor: -7%

How did CCOc1ccc(NC(=S)N2CCC(C(N)=O)CC2)cc1 do in these assays?
AMA1 RON2 block: -17%; HCMV inh: 59; AmpC inh no detg: -16%; LmPK inhibitor: -2%; Sm TGR inh: 6%; AmpC detergent: -4%; TbPYK inhibitor: 4%

What do the screens show for `COCc1ccc(C(=O)N(C)C2CCCN(Cc3ccccc3F)C2)o1` (centres undefined)?
AMA1 RON2 block: -3%; HCMV inh: -19; AmpC inh no detg: 86%[activator]; LmPK inhibitor: -5%; Sm TGR inh: -13%; AmpC detergent: -12%; TbPYK inhibitor: -6%

How did Cc1ccc(C(=O)c2cn(Cc3ccccc3C)c3nc(C)ccc3c2=O)cc1 do in these assays?
HCMV inh: inconclusive; Sm TGR inh: 3%; AmpC detergent: 16%; TbPYK inhibitor: 1%

Results for COc1ccc(CNC(=O)COC(=O)c2ccccc2OCC(=O)Nc2ccc(SC(F)F)cc2)cc1 ?
AMA1 RON2 block: -13%; HCMV inh: -15; AmpC inh no detg: -16%; LmPK inhibitor: 5%; Sm TGR inh: -1%; AmpC detergent: 3%; TbPYK inhibitor: -1%

Assay outcomes from PubChem BioAssay.
